Screening data deposited in PubChem by several laboratories.
STAT3 act = IL-6 driven STAT3 reporter potentiators, primary screen, U3A cells, luciferase, luminescence, MLSCN library; IL-6 STAT3-luciferase reporter; 100% = signal with IL-6 EC80 alone; actives 0.91% (n = 190,000); activation (% of control), % at 5.6 µM; AID 871, 2007;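 active = activation above the screen-wide mean of compound activation plus 3 SD, cut at about 130% in these data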;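 also: 0% = background luminescence of wells with medium and substrate only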
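Material: STAT3-luciferase reporter U3A cells; Probe or stimulus: IL-6 (33 ng/mL); Incubation: compound pre-incubation 1 h before IL-6, then 6 h stimulation at 37 °C; Technique: luminescence from STAT3-driven luciferase reporter; Evaluation: % activation versus median of IL-6-stimulated wells; Controls: IL-6-only high control.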
STAT3 inh = IL-6 driven STAT3 reporter inhibitors, primary screen, U3A cells, luciferase, luminescence, MLSCN library; IL-6 STAT3-luciferase reporter; host cell line lacks STAT1; inhibition, % at 5.5 µM; actives 0.89% (n = 190,000); AID 862, 2007;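 active = inhibition above the mean inhibition across all screened compounds plus 3 SD, cut at about 44% in these data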;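 also: 0% = DMSO only wells and 100% = 100 µM nifuroxazide control wells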
FLuc stim CS = FLuc activators, initial screening, artefact control for FLuc-dependent activation tests, biochemical, ATPlite luminescence. activation factor at 10 µM. ATPlite luciferase biochemical, 10 min; 0 = ATP-free wells, 1 = DMSO control. Luciferin 4-monooxygenase (Photinus pyralis), P08659. 200,000 tested, under 10 active;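 active = luciferase activation factor, scaled between plate controls, of at least 2 with compound at 10 µM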
Target sequence (P08659 whole entry, looked up): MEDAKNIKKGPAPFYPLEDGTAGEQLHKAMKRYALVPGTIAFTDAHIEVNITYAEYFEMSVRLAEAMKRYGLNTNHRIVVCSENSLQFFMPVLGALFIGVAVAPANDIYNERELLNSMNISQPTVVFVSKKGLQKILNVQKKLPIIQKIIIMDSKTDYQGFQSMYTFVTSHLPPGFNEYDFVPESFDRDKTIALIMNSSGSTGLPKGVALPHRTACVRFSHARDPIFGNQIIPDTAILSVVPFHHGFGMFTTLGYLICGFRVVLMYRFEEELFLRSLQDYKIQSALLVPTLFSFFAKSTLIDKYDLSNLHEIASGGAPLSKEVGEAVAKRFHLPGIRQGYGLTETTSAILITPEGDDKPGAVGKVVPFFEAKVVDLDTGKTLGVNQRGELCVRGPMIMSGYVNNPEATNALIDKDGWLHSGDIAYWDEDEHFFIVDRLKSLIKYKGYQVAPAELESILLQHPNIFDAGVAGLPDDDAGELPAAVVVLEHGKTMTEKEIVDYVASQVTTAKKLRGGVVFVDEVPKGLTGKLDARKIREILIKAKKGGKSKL
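Assay system: Luciferase/luciferin detection reagent, cell-free biochemical luciferase assay / Read-out: luciferase activation / Benchmarks: No-ATP low control, compound-free enzyme-plus-ATP high control / Medium: PBS buffer for ATP / Detection: luminescence measurement of luciferase light output / Schedule: 10 min at ambient temperature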
STAT1 act = STAT1 signaling activators, primary screen, cell-based, HTS, luciferase reporter. AID 932, 2007. activation (% of control), % at 5.5 µM. NIH 3T3 STAT1-luciferase reporter, IFN-gamma, luminescence; 100% = IFN-gamma alone, no compound. actives 2.6% (n = 200,000);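 active = activation above the screen-wide mean activation plus 3 SD, cut at about 130% in these data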;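 also: raw ratio to IFN-gamma control signal so 100% means no change and 0% no light; values of inactives mirror those of a sister screen read the other way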
FLuc inhib CS = firefly luciferase enzyme inhibitors, primary screen, artefact control for luciferase-based inhibitor screens, biochemical, luminescence, ATPLite. inhibition, % at 10 µM. Luciferin 4-monooxygenase (Photinus pyralis), P08659. actives 1.5% (n = 200,000). AID 1006, 2008. 10 min;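 active = inhibition above about 50% when tested at 10 µM, limit read from the data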
APP transl inh = inhibitors of APP translation via 5'UTR reporter, primary screen, APP 5'UTR luciferase, SH-SY5Y cells; actives 0.82% (n = 190,000); inhibition, % at 2 µM; AID 1285, 2008; SH-SY5Y APP 5'UTR-luciferase reporter, luminescence;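 active = inhibition above a set limit, derived from the sample mean plus 3 SD, cut at about 45% in these data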; also: values of inactives mirror those of a sister screen read the other way
ROMK primary = ROMK potassium channel modulators, primary screen, cell-based, thallium flux, MLSMR library | AID 1918, 2009 | actives 2% (n = 130,000) | Tet-inducible ROMK, thallium flux fluorescence; actives lie on both sides | B-score at 10 µM;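 active = signal ratio slope over the read window, or its plate-corrected B-score, at least 3 SD from the plate mean, either direction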;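 also: B-score of the F/F0 ratio slope over 7 to 12 s after thallium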
Target sequence (P48048 whole entry, looked up): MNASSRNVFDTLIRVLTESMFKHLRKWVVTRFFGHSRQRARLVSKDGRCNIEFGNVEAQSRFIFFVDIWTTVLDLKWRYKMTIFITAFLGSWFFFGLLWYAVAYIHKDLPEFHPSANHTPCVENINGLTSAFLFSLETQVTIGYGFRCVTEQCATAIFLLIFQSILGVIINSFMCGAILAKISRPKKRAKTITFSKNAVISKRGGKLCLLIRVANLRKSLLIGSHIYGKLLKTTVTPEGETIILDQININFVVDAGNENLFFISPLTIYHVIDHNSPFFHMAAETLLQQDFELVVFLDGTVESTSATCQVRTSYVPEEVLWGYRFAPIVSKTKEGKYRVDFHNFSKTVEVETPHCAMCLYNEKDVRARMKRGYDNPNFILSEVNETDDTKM
STAT1 inh = STAT1 signaling inhibitors, primary screen, cell-based, HTS, luciferase reporter | NIH 3T3 STAT1-luciferase reporter, IFN-gamma, luminescence | AID 920, 2007 | inhibition, % at 5.5 µM | actives 0.35% (n = 200,000);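 active = inhibition above a set limit, the mean inhibition across all tested compounds plus 3 SD, cut at about 34% in these data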;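 also: 0% = IFN-gamma with DMSO and 100% = IFN-gamma with 300 µM nifuroxazide; values of inactives mirror those of a sister screen read the other way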
NF-kB neuron act = activators of NF-kB expression in neurons, primary screen, cell-based, HTS. human neuronal cells, NF-kB reporter expression; hits give high values. fold change at 12.5 µM. actives 1.6% (n = 190,000). AID 1239, 2008; in the data active = fold change above about 3.3
APP 5'UTR act = activators of APP 5'UTR luciferase reporter, primary screen, SH-SY5Y cells; actives 1% (n = 190,000); activation, % at 2 µM; SH-SY5Y APP 5'UTR luciferase reporter, luminescence; zero percent = DMSO vehicle wells; AID 1276, 2008;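 active = activation above a set limit, based on mean plus 3 SD of controls, cut at about 140% in these data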; also: values of inactives mirror those of a sister screen read the other way
Active calls of the source: *.

Screening CCOc1ccc(NC(=O)CCN2CCCCC2)cc1 returned STAT3 act 96, STAT3 inh 8, FLuc stim CS 1.1, STAT1 act 102, FLuc inhib CS -10, APP transl inh 1, STAT1 inh -3, NF-kB neuron act 0.9 and APP 5'UTR act -1.
Screening CCS(=O)(=O)N1CCC(C(=O)NCCCN2CCCC2)CC1 returned STAT3 act 96, STAT3 inh 8, FLuc stim CS 1.1, STAT1 act 92, FLuc inhib CS -6, APP transl inh -6, ROMK primary -0.095, STAT1 inh 9, NF-kB neuron act 1.1 and APP 5'UTR act 6.
CN(CC1CCOCC1)C(=O)CC1C(=O)NCCN1CC1CCCCC1 (configuration not stated) was read as STAT3 act 106, STAT3 inh -2, FLuc stim CS 1, STAT1 act 108, FLuc inhib CS -5, APP transl inh -4, ROMK primary 0.37, STAT1 inh -10, NF-kB neuron act 1.1 and APP 5'UTR act 4.
`O=C(CSc1nc2ccccc2n1CCc1ccccc1)N1CCOCC1` gave STAT3 act 95, STAT3 inh 8, FLuc stim CS 1.1, STAT1 act 89, FLuc inhib CS -8, APP transl inh 9, ROMK primary 0.38, STAT1 inh 12, NF-kB neuron act 0.92 and APP 5'UTR act -9.
S=C(NCC1CCCO1)N1CCN(c2cccc(Cl)c2)CC1 (configuration not stated) was read as STAT3 act 91, STAT3 inh 16, FLuc stim CS 1.1, STAT1 act 85, FLuc inhib CS -8, APP transl inh 7, ROMK primary -2, STAT1 inh 18, NF-kB neuron act 1.1 and APP 5'UTR act -7.
`Cc1cc(OCc2ccc(C(=O)n3cccn3)o2)ccc1Cl` gave STAT3 act 105, STAT3 inh -3, FLuc stim CS 1, STAT1 act 116, FLuc inhib CS 0, APP transl inh -18, ROMK primary 0.25, STAT1 inh -18, NF-kB neuron act 1.4 and APP 5'UTR act 19.
Cc1ccc(-n2ncc3c(Nc4c(C)n(C)n(-c5ccccc5)c4=O)ncnc32)c(C)c1 was read as STAT3 act 106, STAT3 inh -3, FLuc stim CS 1, STAT1 act 104, FLuc inhib CS -3, APP transl inh 0, ROMK primary -0.25, STAT1 inh -5, NF-kB neuron act 1 and APP 5'UTR act 1.
N#C/C(=C\c1c(Cl)cccc1Cl)c1nc2ccccc2o1 was read as STAT3 act 84, STAT3 inh 20, FLuc stim CS 1, STAT1 act 97, FLuc inhib CS -1, APP transl inh -16, STAT1 inh 4, NF-kB neuron act 1.1 and APP 5'UTR act 16.
For O=C(O)c1cccc(-n2cccc2/C=C2/NC(=O)N(c3ccc(Cl)cc3)C2=O)c1 the results were STAT3 act 106, STAT3 inh -2, FLuc stim CS 1, STAT1 act 104, FLuc inhib CS 2, APP transl inh 18, ROMK primary 1.4, STAT1 inh -3, NF-kB neuron act 1 and APP 5'UTR act -18.
Cc1nc2nc(-c3cccs3)cn2nc1C was read as STAT3 act 85, STAT3 inh 20, FLuc stim CS 0.7, STAT1 act 152*, FLuc inhib CS 25, APP transl inh -69, ROMK primary -8.5*, STAT1 inh -57, NF-kB neuron act 1.9 and APP 5'UTR act 69.
For CSc1nc2c(c(=O)[nH]1)C(c1cccs1)C1=C(CCCC1=O)N2 (configuration not stated) the results were STAT3 act 105, STAT3 inh -1, FLuc stim CS 1.1, STAT1 act 85, FLuc inhib CS -7, APP transl inh 10, ROMK primary 0.37, STAT1 inh 16, NF-kB neuron act 1.2 and APP 5'UTR act -10.
For C[C@@H]1CC[C@H]2C(=O)N3[C@@H](CC[C@@H](C)[C@@H]3c3ccc(Br)cc3)C(=O)N2[C@H]1c1ccc(Br)cc1 the results were STAT3 act 102, STAT3 inh -5, FLuc stim CS 1, STAT1 act 103, FLuc inhib CS -4, APP transl inh 6, ROMK primary 0.054, STAT1 inh -3, NF-kB neuron act 0.62 and APP 5'UTR act -6.
`Cc1ccccc1-c1nnc(SCCC(=O)N2CCOCC2)o1` gave STAT3 act 100, STAT3 inh 1, FLuc stim CS 1, STAT1 act 114, FLuc inhib CS 4, APP transl inh -4, STAT1 inh -16, NF-kB neuron act 2 and APP 5'UTR act 4.
For Cc1ccc(C)n1CCN1CCN(C(=O)c2ccco2)CC1 the results were STAT3 act 100, STAT3 inh 10, FLuc stim CS 1.1, STAT1 act 102, FLuc inhib CS -6, APP transl inh -2, STAT1 inh -2, NF-kB neuron act 1.2 and APP 5'UTR act 2.
C(=C\c1nc(-c2cccnc2)no1)/c1ccccc1 was read as STAT3 act 86, STAT3 inh 18, FLuc stim CS 0.6, STAT1 act 145*, FLuc inhib CS 41, APP transl inh -123, ROMK primary -0.32, STAT1 inh -50, NF-kB neuron act 1.2 and APP 5'UTR act 123.
Screening CCN(CCNC(=O)C1CCN(S(=O)(=O)c2cccc3cccnc23)CC1)c1ccccc1 returned STAT3 act 99, STAT3 inh 1, FLuc stim CS 0.9, STAT1 act 99, FLuc inhib CS 7, APP transl inh 8, STAT1 inh 2, NF-kB neuron act 0.5 and APP 5'UTR act -8.
Screening Cc1ccccc1NC(=O)C1CCN(C2=NS(=O)(=O)c3ccccc32)CC1 returned STAT3 act 107, STAT3 inh 1, FLuc stim CS 1, STAT1 act 95, FLuc inhib CS -4, APP transl inh -24, ROMK primary -1.2, STAT1 inh 3, NF-kB neuron act 0.89 and APP 5'UTR act 24.
COc1ccc(N2C(=O)C3CCCN3C2c2ccccc2)cc1Cl (configuration not stated) was read as STAT3 act 104, STAT3 inh -2, FLuc stim CS 1, STAT1 act 100, FLuc inhib CS 0, APP transl inh -7, ROMK primary 0.99, STAT1 inh 1, NF-kB neuron act 1.1 and APP 5'UTR act 7.
`COc1cc2cc(CN(Cc3nnnn3Cc3ccco3)C3CCCCC3)c(=O)[nH]c2cc1OC` gave STAT3 act 102, STAT3 inh -2, FLuc stim CS 1.1, STAT1 act 92, FLuc inhib CS -6, APP transl inh -8, ROMK primary -0.087, STAT1 inh 9, NF-kB neuron act 1 and APP 5'UTR act 8.
For CCc1ccc(CNCc2cccs2)cc1 the results were STAT3 act 100, STAT3 inh 2, FLuc stim CS 1.1, STAT1 act 106, FLuc inhib CS -8, APP transl inh 10, ROMK primary -1.1, STAT1 inh -8, NF-kB neuron act 1.5 and APP 5'UTR act -10.

4 records drawn at random from those above:
For CCc1ccc(CNCc2cccs2)cc1 the results were STAT3 act 100, STAT3 inh 2, FLuc stim CS 1.1, STAT1 act 106, FLuc inhib CS -8, APP transl inh 10, ROMK primary -1.1, STAT1 inh -8, NF-kB neuron act 1.5 and APP 5'UTR act -10.
For Cc1ccc(C)n1CCN1CCN(C(=O)c2ccco2)CC1 the results were STAT3 act 100, STAT3 inh 10, FLuc stim CS 1.1, STAT1 act 102, FLuc inhib CS -6, APP transl inh -2, STAT1 inh -2, NF-kB neuron act 1.2 and APP 5'UTR act 2.
`Cc1ccccc1-c1nnc(SCCC(=O)N2CCOCC2)o1` gave STAT3 act 100, STAT3 inh 1, FLuc stim CS 1, STAT1 act 114, FLuc inhib CS 4, APP transl inh -4, STAT1 inh -16, NF-kB neuron act 2 and APP 5'UTR act 4.
For C[C@@H]1CC[C@H]2C(=O)N3[C@@H](CC[C@@H](C)[C@@H]3c3ccc(Br)cc3)C(=O)N2[C@H]1c1ccc(Br)cc1 the results were STAT3 act 102, STAT3 inh -5, FLuc stim CS 1, STAT1 act 103, FLuc inhib CS -4, APP transl inh 6, ROMK primary 0.054, STAT1 inh -3, NF-kB neuron act 0.62 and APP 5'UTR act -6.

The listing continues:
Screening COc1cccc(C=Nc2ccccc2C#N)c1O returned STAT3 act 92, STAT3 inh 10, FLuc stim CS 0.1, STAT1 act 93, FLuc inhib CS 89*, APP transl inh -7, ROMK primary 1.7, STAT1 inh 8, NF-kB neuron act 1.1 and APP 5'UTR act 7.
`C/C(=N\NC(=O)c1ccc([N+](=O)[O-])cc1)c1cccc([N+](=O)[O-])c1` gave STAT3 act 87, STAT3 inh 19, FLuc stim CS 1, STAT1 act 106, FLuc inhib CS 0, APP transl inh 7, ROMK primary 0.53, STAT1 inh -9, NF-kB neuron act 1.2 and APP 5'UTR act -7.
`CC1CCCN(C(=O)Cn2c(=O)oc3ccccc32)C1` (configuration not stated) gave STAT3 act 96, STAT3 inh 10, FLuc stim CS 1, STAT1 act 96, FLuc inhib CS -3, APP transl inh 2, STAT1 inh 4, NF-kB neuron act 1.1 and APP 5'UTR act -2.
For COC(=O)c1ccccc1NC(=O)N1CCN(S(=O)(=O)c2ccc(Cl)cc2)CC1 the results were STAT3 act 104, STAT3 inh -5, FLuc stim CS 1, STAT1 act 105, FLuc inhib CS -4, APP transl inh 0, STAT1 inh -5, NF-kB neuron act 0.98 and APP 5'UTR act 0.
`S=C(Nc1ccc2nsnc2c1)N1CCCCC1` gave STAT3 act 97, STAT3 inh 2, FLuc stim CS 0.8, STAT1 act 132*, FLuc inhib CS 15, APP transl inh -65, ROMK primary 0.19, STAT1 inh -36, NF-kB neuron act 2.6 and APP 5'UTR act 65.
`CC(C)Cn1c(=S)[nH]c2ccccc2c1=O` gave STAT3 act 95, STAT3 inh 9, FLuc stim CS 1, STAT1 act 97, FLuc inhib CS -4, APP transl inh -26, ROMK primary 0.46, STAT1 inh 2, NF-kB neuron act 1.1 and APP 5'UTR act 26.
For O=C(O)CC/C(=N\NC(=O)CNC(=O)c1cccc(Cl)c1)c1ccccc1 the results were STAT3 act 104, STAT3 inh 1, FLuc stim CS 1.1, STAT1 act 100, FLuc inhib CS -6, APP transl inh 5, ROMK primary 0.51, STAT1 inh 2, NF-kB neuron act 1.1 and APP 5'UTR act -5.
For COC(=O)CCC(=O)Nc1ccc(Br)cc1 the results were STAT3 act 98, STAT3 inh 5, FLuc stim CS 1, STAT1 act 96, FLuc inhib CS 2, APP transl inh -13, ROMK primary 0.075, STAT1 inh 5, NF-kB neuron act 0.96 and APP 5'UTR act 13.
For CC(SC1=NCCS1)C(=O)Nc1nnc(-c2ccc(F)cc2)s1 (configuration not stated) the results were STAT3 act 89, STAT3 inh 22, FLuc stim CS 1.1, STAT1 act 116, FLuc inhib CS -8, APP transl inh -10, STAT1 inh -17, NF-kB neuron act 1.3 and APP 5'UTR act 10.
Screening COc1ccc(-c2cc(C(=O)NC3=NCCS3)c3ccccc3n2)cc1OC returned STAT3 act 114, STAT3 inh -18, FLuc stim CS 0.8, STAT1 act 114, FLuc inhib CS 20, APP transl inh 11, ROMK primary -0.65, STAT1 inh -15, NF-kB neuron act 0.51 and APP 5'UTR act -11.
